N-glyco inh – blocks N-linked glycosylation in D54 reporter cells; D54 ERlucT glycosylation luciferase reporter, 24 h; percent of 100 nM tunicamycin response; reporter increase, % at 12.5 µM; 360,000 compounds, 0.23% hits; AID 588692;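 active means mean luciferase reporter signal, scaled so untreated is 0 and the glycosylation-blocking control 100, at or above a set limit in every replicate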;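 further: luciferase carries N-glycosylation sites so blocking glycosylation raises the light; 0% = median of neutral control wells and 100% = median of 100 nM tunicamycin wells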
ABHD5 PLIN5 PPI – blocks binding of human ABHD5 to perilipin-5. inhibition, % at 4 µM. 360,000 compounds, 0.78% hits. Split G. princeps luciferase complementation, luminescence, 4 h;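 active means inhibition above the mean inhibition across every tested compound plus 3 SD, cut at about 22% in these data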;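 further: 0% = DMSO only wells and the 100% control is not disclosed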
ABCB6 inh 2 – human ABCB6 transporter inhibition; Q9NP58; K562-ABCB6 porphyrin accumulation, flow cytometry, 1 h; active compounds read low; fluorescence ratio to DMSO, % at 10 µM; 360,000 compounds, 0.19% hits; AID 602162;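 active means fluorescence ratio to DMSO below 75%, the collection mean minus 3 SD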;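 further: signal is porphyrin accumulated inside mitochondria; 100% equals median channel fluorescence of DMSO control wells; lower ratio means ABCB6 inhibition with less porphyrin fluorescence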
MC4R barr agon – agonists of human melanocortin 4 receptor (MC4R) beta-arrestin. U2OS MC4R beta-arrestin complementation, luminescence; percent of melanotan II response, DMSO zero. activation, % at 8.9 µM. 360,000 compounds, 0.98% hits;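 active means activation above a per-plate cutoff, the mean activation of sample wells on that plate plus 3 SD, cut at about 8% in these data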
Target sequence (P32245 whole entry, looked up): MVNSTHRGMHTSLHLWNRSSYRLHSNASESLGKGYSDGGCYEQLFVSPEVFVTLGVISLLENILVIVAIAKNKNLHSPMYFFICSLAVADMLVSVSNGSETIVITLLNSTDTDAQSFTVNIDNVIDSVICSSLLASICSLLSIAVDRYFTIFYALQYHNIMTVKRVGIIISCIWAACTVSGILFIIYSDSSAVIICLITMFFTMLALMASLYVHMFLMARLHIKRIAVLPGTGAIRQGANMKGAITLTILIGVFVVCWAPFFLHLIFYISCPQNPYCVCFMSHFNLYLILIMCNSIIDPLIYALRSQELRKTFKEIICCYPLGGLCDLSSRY
Cardio protect – modulators protecting cardiomyocytes from myocardial damage | H9c2 cardiomyocytes, H2O2 injury protection, ATPLite, 2 h | protection from H2O2 cell death, % at 20 µM | AID 588492 | 360,000 compounds, 0.63% hits;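 active means compounds giving at least 50% protection of heart cells from peroxide-induced death in the single-dose screen, raw or plate-pattern-corrected value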;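 further: 0% = DMSO wells with peroxide and 100% = DMSO wells without peroxide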
m5-HT2A agonist – mouse HTR2A agonism via beta-arrestin recruitment. P35363. CHO-K1 mHTR2A beta-arrestin complementation, luminescence; percent of 30 µM serotonin response. activation, % at 7.6 µM. 360,000 compounds, 0.66% hits. AID 624169;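 active means activation above a run cutoff, the mean activation of all tested compounds plus 3 SD, cut at about 14% in these data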;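 further: 0% = plate median of compound wells and 100% = 30 µM serotonin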
CaV13 FRET inh – Disruptors of the CACNA1D IQ motif to Ca2+-dependent inactivation inhibitor domain association, primary screening, Förster resonance energy transfer in intact living …; HEK cells, CFP/YFP FRET ICDI-IQ, plate reader, 10 min; percent FRET-ratio fall versus neutral wells; inhibition, % at 12.3 µM; 340,000 compounds, 0.098% hits;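 active means mean replicate inhibition of at least 30% and at least 1% of replicates passing that level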;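 further: 0% = median of the neutral control wells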
MC4R antagonist – human MC4R antagonism in cAMP assay; P32245; MC4R-expressing cells, MTII-stimulated cAMP, LANCE TR-FRET; inhibition, % at 6.5 µM; 360,000 compounds, 0.48% hits;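 active means inhibition above its plate's cutoff, the mean of tested wells on that plate plus 3 SD, cut at about 29% in these data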;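 further: 0% = Melanotan II alone and 100% = Melanotan II plus saturating MCL0020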
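Assay system: U2OS-MC4R stable cell line; Also added: Melanotan II; Technique: Eu-cAMP/anti-cAMP TR-FRET, emission 671 nm; Times: 30-min compound, 1-h challenge, 1-h detection, room temperature.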
Granule exo inh – blocks lytic granule exocytosis; TALL-104 LAMP-1 surface exposure, flow cytometry; cells stimulated with thapsigargin and PMA; inhibition, % at 10 µM; 360,000 compounds, 0.66% hits; AID 651702;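 active means inhibition above about 55%, limit read from the data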
PDI turbidity – inhibitors of human protein disulfide isomerase | P07237 | PDI insulin aggregation turbidity, A650, 90 min | inhibition, % at 10 µM | 350,000 compounds, 0.052% hits | AID 588391;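 active means mean inhibition across replicates of 30% or more, whatever share of single replicates reach that level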;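 further: absorbance from insulin aggregation driven by PDI reduction with DTT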
Target sequence (P07237 whole entry, looked up): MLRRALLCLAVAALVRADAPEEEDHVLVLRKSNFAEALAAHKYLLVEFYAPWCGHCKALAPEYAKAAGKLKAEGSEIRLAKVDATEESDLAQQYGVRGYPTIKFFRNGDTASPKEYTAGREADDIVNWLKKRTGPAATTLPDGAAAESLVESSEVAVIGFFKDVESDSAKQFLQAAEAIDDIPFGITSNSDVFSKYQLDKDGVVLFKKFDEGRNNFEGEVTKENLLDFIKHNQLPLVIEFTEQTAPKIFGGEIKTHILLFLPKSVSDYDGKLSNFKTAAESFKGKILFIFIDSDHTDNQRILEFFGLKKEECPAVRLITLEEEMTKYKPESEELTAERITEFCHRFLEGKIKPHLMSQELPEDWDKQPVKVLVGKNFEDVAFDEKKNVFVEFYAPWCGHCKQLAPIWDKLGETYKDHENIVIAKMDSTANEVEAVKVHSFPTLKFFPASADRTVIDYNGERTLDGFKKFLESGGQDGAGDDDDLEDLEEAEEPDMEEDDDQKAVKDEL
Active calls of the source: *; · = no result given.

SMILES	N-glyco inh	ABHD5 PLIN5 PPI	ABCB6 inh 2	MC4R barr agon	Cardio protect	m5-HT2A agonist	CaV13 FRET inh	MC4R antagonist	Granule exo inh	PDI turbidity
CC(C)C(NC(=O)c1ccc(F)cc1)C(=O)NC1(C)CCS(=O)(=O)C1 (centres undefined)	1	3	99	0.7	11	2	-2	13	4	5
CN1C(=O)CC(C(=O)O)SC1=Nc1cc(Cl)c(O)c(Cl)c1 (centres undefined)	2	2	95	-3.1	1	-2	-9	5	1	-9
O=C(C1CCN(c2nnnn2-c2ccccc2)CC1)N1CCN(c2ccccc2)CC1	1	3	99	-2.1	-1	0	-4	4	-5	0
Cc1ccnc(NS(=O)(=O)c2ccc3ccccc3c2)n1	1	-2	98	1.3	12	1	·	14	-1	7
CCOC(=O)c1c(NC(=O)c2ccc(Br)o2)sc2c1CCCC2	0	-3	100	-2.0	-12	-3	-8	11	3	-9
CSc1ccccc1NC(=O)COC(=O)Cc1cccs1	0	1	103	1.4	4	5	-2	5	2	2
CCS(=O)(=O)c1nc(S(=O)(=O)c2ccc(C)cc2)c(N2CCN(C)CC2)s1	-5	-10	99	-5.0	1	-4	-15	-4	-1	-2
COCCNC(=O)NC(=O)CN1CCCc2ccccc21	0	-5	120	-1.5	12	-2	0	3	2	4
CNc1ccc([N+](=O)[O-])cc1-c1nc2ccccc2[nH]c1=O	2	1	100	0.1	-9	-3	-2	4	-1	0
Cc1cc(C(F)F)nn1CC(=O)Nc1cc([N+](=O)[O-])ccc1F	2	7	96	-0.3	-4	5	-4	5	-3	-28
N#C/C(=C\c1ccc(F)c(F)c1)C(=O)NC1CCCCC1	1	10	98	4.3	4	5	-5	0	1	4
Cc1cc(C)c(NC(=O)CNC(=O)c2ccc3c(=O)n4c(nc3c2)CCC4)c(C)c1	4	-3	100	-4.0	0	-3	-7	-1	-15	-2
CCOC(=O)C1CCN(C(c2cc3c(C)ccc(C)c3[nH]c2=O)c2nnnn2C2CCCCC2)CC1 (centres undefined)	-1	1	98	0.0	57*	-5	-10	14	7	3
CSc1cccc(N/C(=N/S(=O)(=O)c2ccccc2)NN)c1	-1	-1	92	-1.8	-3	7	-18	4	5	8
O=C(O)CCCn1cc(NC(=O)c2sc3ccccc3c2Cl)cn1	0	6	100	0.8	2	10	-3	-2	-2	-1
CCOc1cc(/C=N/NC(=O)C(=O)NC2CC2)cc(Br)c1O	2	2	97	-2.2	5	3	-5	-6	1	-4
COc1cccc(C#Cc2ccc3c(c2)O[C@@H](CN(C)C(=O)c2ccccn2)[C@@H](C)CN([C@H](C)CO)S3(=O)=O)c1	-2	9	96	-0.1	14	-3	-6	3	-3	6
CCOc1ccc(Br)cc1S(=O)(=O)N1CCCN(C)CC1	0	6	98	-0.4	3	-2	-2	4	-23	7
CCc1ccc(CN2CCCC(CNC(=O)c3cccc(OC)c3OC)C2)cc1 (centres undefined)	0	1	96	-0.2	4	-2	-5	-2	-1	-2
O=C(COc1ccccc1O)NNc1ccccc1	1	2	110	-0.9	2	-2	2	10	3	-3
COC(=O)c1c(C)[nH]c(C(=O)CN2C(=O)C3CC=CCC3C2=O)c1C (centres undefined)	0	9	96	-0.6	0	10	-5	0	4	9
O=C(Cc1cccc(C(F)(F)F)c1)Nc1cccc(S(=O)(=O)N2CCCC2)c1	0	-4	99	-1.0	-3	1	-6	3	-6	-2
COc1ccc(N=Nc2[nH]c3ccc(C)cc3c2O)cc1	3	2	102	0.9	-6	1	-6	7	-1	-1
Cc1c(-c2ccccc2)sc(N)c1C(=O)N1CCOCC1	0	-23	97	-1.7	-4	-12	-5	4	6	3
CSc1nnc(NC(=O)c2nc(S(=O)(=O)Cc3ccccc3F)ncc2Cl)s1	-9	25*	96	-2.2	-15	7	-7	41*	22	3
COCc1c(C(=O)NC2CCCCCC2)oc2ccccc12	-3	-2	101	-1.2	2	5	-4	8	-2	-4
CCOc1ccc(C(=O)NC(=S)Nc2ccc(NC(=O)C(C)C)cc2)cc1[N+](=O)[O-]	-3	-5	97	-2.7	-2	-3	-6	4	-9	-8
CC(C)N1CCC(N2CCN(Cc3nc4ccccc4s3)CC2CCO)CC1 (centres undefined)	0	1	101	-0.9	4	0	-4	16	3	4
NS(=O)(=O)c1ccc(NC(=O)CSc2nc3ccccc3n2-c2ccccc2)cc1	-6	8	98	-1.7	0	-6	-5	7	-1	10
COc1ccc(C2CC(c3ccc(C)o3)=NN2C(C)=O)cc1 (centres undefined)	2	2	105	0.8	9	-2	-5	13	6	-2
O=C1CCCN1CN(C(=O)c1ccccc1)c1ccc(F)cc1	-2	4	96	-0.6	4	2	-6	4	-3	-19
COc1ccc(-c2[nH]n(-c3ccc([N+](=O)[O-])cc3)c(=O)c2C=NCc2ccncc2)cc1	-3	3	86	-2.7	14	-3	-7	12	4	-1
COc1ccc(C2(c3ccc(OC)cc3)NC(=O)N(CC(=O)Nc3ccc(OC(F)F)cc3)C2=O)cc1	-4	-1	98	0.2	2	1	-3	2	5	-1
CS/C(N)=N/N=C/c1cc(C)ccc1O	-6	0	96	1.9	-24	0	-4	-2	-5	8
CC1=C(C(=O)N2CCCCCC2)CC(CC(=O)NCC2CCCCC2)C(=O)N1Cc1ccc(F)cc1 (centres undefined)	·	1	92	·	·	0	-11	·	-10	·
O=C(NCc1cccs1)c1cccn2c(=O)c3sccc3nc12	-2	-6	93	1.1	22	7	-5	-8	-8	-6
Cc1ccc(SC(CC(=O)c2ccc(F)cc2)C(=O)O)cc1 (centres undefined)	2	84*	101	0.2	10	6	-3	3	18	14
Cc1cc(C(=O)NCc2ccc3c(c2)OCO3)n(-c2ccccc2)n1	-1	5	97	-1.0	8	-1	-5	13	-3	·
N#Cc1ccccc1NC(=O)COC(=O)CCc1ccccc1	4	8	100	0.1	-4	0	-3	-8	-9	2
O=C(O)c1ccc(-n2nnnc2Oc2cccc3cccnc23)cc1	2	0	100	-1.1	1	0	-7	4	7	-1
O=C(Nc1ccc(Cl)cc1)c1nc[nH]c1C(=O)NCc1ccccc1	1	-1	96	2.3	8	-3	-5	2	-2	3
Cc1ccc(CN2CN(S(=O)(=O)c3cccs3)c3nc4ccccc4nc32)cc1	-8	1	92	0.7	-6	1	·	5	-1	-2
CCN(CC)c1ccc(NC(=O)COC(=O)c2cccs2)cc1	1	3	102	-0.3	-6	0	-4	9	-1	-1
CC1(C)OC(=O)CC1C(=O)NCc1ccccc1 (centres undefined)	-1	3	102	0.9	-11	6	-5	8	-1	-6
COc1ccc(OC)c(S(=O)(=O)N2CCC(C(=O)NCCc3ccc(OC)c(OC)c3)CC2)c1	-1	7	91	0.6	3	4	-5	-1	-3	3
CCc1nnc(NC(=O)c2nc3nccc(C)n3n2)s1	1	6	154	1.0	2	0	-5	4	0	1
O=C(c1cccc(C(F)(F)F)c1)N1CCC(O)(CS(=O)(=O)Cc2ccccc2)CC1	-3	4	94	0.0	3	5	-3	7	1	1
CCSC1C(=O)N(C)C(SCC)C(=O)N1C (centres undefined)	-1	6	104	1.4	8	6	-6	1	1	1

Whole records, looked up by structure.
Results for COc1ccc(OC)c(S(=O)(=O)N2CCC(C(=O)NCCc3ccc(OC)c(OC)c3)CC2)c1 → N-glyco inh: -1; ABHD5 PLIN5 PPI: 7; ABCB6 inh 2: 91; MC4R barr agon: 0.6; Cardio protect: 3; m5-HT2A agonist: 4; CaV13 FRET inh: -5; MC4R antagonist: -1; Granule exo inh: -3; PDI turbidity: 3
Results for Cc1ccc(SC(CC(=O)c2ccc(F)cc2)C(=O)O)cc1 (centres undefined) → N-glyco inh: 2; ABHD5 PLIN5 PPI: 84*; ABCB6 inh 2: 101; MC4R barr agon: 0.2; Cardio protect: 10; m5-HT2A agonist: 6; CaV13 FRET inh: -3; MC4R antagonist: 3; Granule exo inh: 18; PDI turbidity: 14

Later entries
SMILES	N-glyco inh	ABHD5 PLIN5 PPI	ABCB6 inh 2	MC4R barr agon	Cardio protect	m5-HT2A agonist	CaV13 FRET inh	MC4R antagonist	Granule exo inh	PDI turbidity
Cc1ccc(-n2nc(-c3cccnc3)cc2C(=O)N2CCOCC2)c(C)c1	-3	-7	98	-1.9	11	-3	·	1	1	-1
CC1=C(C(=O)N2CCOCC2)CC(CC(=O)NCCCCc2ccccc2)C(=O)N1CCCN1CCCC1=O (centres undefined)	0	0	102	-0.5	-4	-5	-6	8	-1	2
O=C(N/C(=C/c1ccc2c(c1)OCO2)C(=O)N1CCOCC1)c1cccs1	2	-2	91	-1.9	8	-1	-5	-1	-6	1
O=C(NC1CCCC1)C1C2C=CC3(CN(Cc4cccs4)C(=O)C13)O2 (centres undefined)	2	7	104	0.0	4	4	-6	7	4	3
OCCCNc1c2c(nc3cc(-c4ccc(Cl)cc4)nn13)CCC2	3	0	100	-3.7	4	-2	11	-1	1	6
CNc1cc(-c2ccc(OC)nc2)ncn1	0	8	94	0.9	-6	5	-4	2	0	-12
NS(=O)(=O)c1ccc(Sc2ccc3c(c2)CCC3)nc1	0	-18	91	1.2	-3	-3	-4	5	10	-6
O=C(c1ccc(-c2ccccc2)cc1)N1CCN(C(=O)c2ccco2)CC1	-2	-3	106	-2.0	4	-1	·	-2	0	-18
Clc1ccc2nc(C3CCN(Cc4nnnn4C4CCCCC4)CC3)[nH]c2c1	1	8	83	1.2	0	-1	-4	3	-4	4
CCOc1cccc(C(=O)Nc2cccc(C(=O)NCC(C)C)c2)c1	-1	1	101	-2.8	0	4	-3	7	-3	4
CN(C(=O)c1ccncc1)c1nnc(-c2ccccn2)s1	-1	-1	100	-0.8	3	10	-4	5	-2	-2
O=C(Nc1ccccc1)N1CCCC(c2nc(-c3cccs3)no2)C1 (centres undefined)	1	-1	98	2.1	-2	0	-6	8	-2	-1
CC(C)C[C@@H](CN=[N+]=[N-])N1CCN(Cc2ccccc2)CCC1=O	-1	-3	98	-3.2	-7	6	-8	0	36	9
CC(=O)Nc1ccc(N2CCN(c3ccc(C(F)(F)F)cn3)CC2)nc1	6	4	101	-0.9	0	0	-3	-8	-3	-5
O=c1c2ccccc2nc(SCc2ccccc2F)n1C1CCCC1	-1	15	102	4.7	-2	7	-5	-5	-4	-4
CN(C(=O)c1ccc(OC2CCN(CCc3ccccc3)CC2)cc1)C1CCCCC1	-3	-3	94	-2.9	1	-6	-4	3	1	4
CCCCSc1nc2c(c(=O)[nH]c(=O)n2C)n1CCc1ccccc1	2	1	96	0.3	-8	2	-4	7	-2	·
CC(=O)Nc1cccc(-c2ccnc3c2CC(C)(C(=O)Nc2cccc(OC(F)(F)F)c2)O3)c1 (centres undefined)	9	-6	96	-0.9	11	-9	-6	-13	12	7
Cc1cccc(-n2ccnc2CN2CCN(C(C)C)C(CCO)C2)c1 (centres undefined)	1	-7	101	-0.5	5	-2	-4	-3	4	-1
Cc1ccc[n+](CC(=O)c2ccc(-c3ccccc3)cc2)c1	2	4	96	-1.3	-3	2	-15	-1	0	-5

Screens from PubChem BioAssay.
